ANO1 activ – activators or potentiators of mouse TMEM16A chloride channel; Q8BHY3; HEK293 TMEM16A/YFP-H148Q/I152L, iodide quench fluorescence; hits give low values; B-score at 10 µM; hit rate 0.3% among 340,000;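 active = fluorescence-ratio B-score plate-corrected deviation score at least 3 library SD below zero, with starting fluorescence score within 5 deviations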;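 also: channel opened by trigger with iodide after compound preincubation; score built on the fluorescence ratio of max minus min over baseline; more negative score means more quench and so TMEM16A activation or potentiation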
Target sequence (Q8BHY3 whole entry, looked up): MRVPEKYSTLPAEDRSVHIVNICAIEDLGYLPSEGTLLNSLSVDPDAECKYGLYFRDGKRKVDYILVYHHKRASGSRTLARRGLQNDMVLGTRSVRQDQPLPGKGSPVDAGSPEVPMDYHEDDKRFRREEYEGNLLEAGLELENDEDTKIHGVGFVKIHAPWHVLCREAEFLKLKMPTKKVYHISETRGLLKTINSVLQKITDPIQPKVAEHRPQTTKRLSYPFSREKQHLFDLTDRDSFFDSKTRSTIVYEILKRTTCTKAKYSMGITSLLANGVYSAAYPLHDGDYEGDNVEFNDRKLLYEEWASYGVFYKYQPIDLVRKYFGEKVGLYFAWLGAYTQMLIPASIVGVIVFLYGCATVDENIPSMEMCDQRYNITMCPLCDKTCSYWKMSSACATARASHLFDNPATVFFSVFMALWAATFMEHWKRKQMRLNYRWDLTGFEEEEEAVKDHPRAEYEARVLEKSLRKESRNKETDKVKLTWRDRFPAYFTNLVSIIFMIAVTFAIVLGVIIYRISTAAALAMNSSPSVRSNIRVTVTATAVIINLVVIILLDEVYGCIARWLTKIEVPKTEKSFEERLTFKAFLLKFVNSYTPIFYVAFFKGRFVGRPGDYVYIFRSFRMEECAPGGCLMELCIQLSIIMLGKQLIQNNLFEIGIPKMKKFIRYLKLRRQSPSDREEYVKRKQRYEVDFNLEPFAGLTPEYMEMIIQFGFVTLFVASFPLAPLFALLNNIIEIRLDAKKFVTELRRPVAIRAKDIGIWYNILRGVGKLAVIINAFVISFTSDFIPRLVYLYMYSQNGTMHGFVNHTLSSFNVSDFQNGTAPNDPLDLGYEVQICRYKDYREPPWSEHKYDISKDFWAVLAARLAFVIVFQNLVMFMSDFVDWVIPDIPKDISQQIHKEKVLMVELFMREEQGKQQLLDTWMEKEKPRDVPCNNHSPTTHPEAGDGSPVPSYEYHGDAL
Calls only; i = inactive. The list is partial; the hit share may differ from the screen's.

# | ANO1 activ | SMILES
1 | i | COc1cc(NC(=O)c2cc(S(=O)(=O)N3CCCCC3)ccc2N2CCOCC2)cc(OC)c1OC
2 | i | O=C(Nc1ccccc1C(F)(F)F)NC1(C(=O)N2CCOCC2)CCCCC1
3 | i | O=C(COc1ccc(Br)cc1Cl)NNC(=O)c1ccccc1
4 | i | CCCCCCN(C(=O)CCCN1C(=O)NC(c2ccc([N+](=O)[O-])cc2)C(C(=O)OCc2ccccc2)=C1C)C(C)C(=O)NCCCC (stereo unspecified)
5 | i | Cc1c(CCNC=O)cc(C)c2c3c(oc12)CCCC3
6 | i | CC(=NNC(=S)Nc1cccc(C)c1)c1ccccn1
7 | i | CCn1c(CN2CCCCC2)nc2cc(S(=O)(=O)N3CCCCC3)ccc21
8 | i | Cc1cc2c(cc1C)N(C(=O)CCl)CCN2C(=O)CCl
9 | i | CCC1([N+](=O)[O-])COC(c2ccc(Cl)cc2)OC1 (stereo unspecified)
10 | i | CCOc1ccc(C(=O)CCC(=O)Nc2ccc(C)c(S(=O)(=O)N3CCCCC3)c2)cc1
11 | i | CCOc1ccc(CN(C)CC(=O)Nc2ccccc2C(=O)NC2CC2)cc1
12 | i | Clc1nc(NCCc2ccccc2)c2cn[nH]c2n1
13 | i | CCN(C(=O)COC(=O)c1ccccc1Oc1ccccc1)c1c(N)n(Cc2ccccc2)c(=O)[nH]c1=O
14 | i | CC(=O)OCC1=C(C(=O)O)N2C(=O)C(NC(=O)COc3ccc(F)cc3)C2SC1 (stereo unspecified)
15 | i | COc1ccc(Nc2cc(C)nc3ncnn23)cc1
16 | i | COc1cc(N)c2ncccc2c1Cl
17 | i | NC(=S)c1ccc[n+]([O-])c1
18 | i | O=C1OC(c2ccccc2)(c2cc(Br)c(O)c(Br)c2)c2ccccc21 (stereo unspecified)
19 | i | CC(Cc1ccccc1)N1CCCC1=O (stereo unspecified)
20 | i | O=C1CC(c2ccccc2)=C(c2ccccc2)C1c1ccccc1 (stereo unspecified)
21 | i | O=C(Nc1ccc(Cl)c(S(=O)(=O)N2CCCC2)c1)c1nn(CCO)c(=O)c2ccccc12
22 | i | Cc1ccc2c(nc3s/c(=C/c4cccs4)c(=O)n32)c1C
23 | i | CC(=O)OCC(=O)C1(O)CCC2C3CC(F)C4=CC(=O)CCC4(C)C3C(O)CC21C (stereo unspecified)
24 | i | COc1ccc(Cc2nnc(NC(=O)Cc3cccs3)s2)cc1
25 | i | Nc1ccc2c(c1)C(=Cc1cccnc1)c1ccccc1-2
26 | i | Cc1ccc(C(=O)OCC(=O)Nc2ccccc2C(F)(F)F)cc1S(=O)(=O)N1CCCCC1
27 | i | C=CCn1c(SCCN)nnc1-c1cccc(S(=O)(=O)N2CCOCC2)c1
28 | i | O=C(Nc1cccnc1)c1cccc(S(=O)(=O)Nc2ccccc2F)c1
29 | i | O=C1Nc2ccc3c(c2C1=Cc1cc2c(cc1Br)OCO2)OCO3
30 | i | COc1cccc2c1C(=O)c1c(O)c3c(c(O)c1C2=O)CC(O)(C(C)=NNC(=O)c1ccc(Cl)c(Cl)c1)CC3OC1CC(N)C(O)C(C)O1 (stereo unspecified)

Random excerpt: 4 entries already listed
# | ANO1 activ | SMILES
27 | i | C=CCn1c(SCCN)nnc1-c1cccc(S(=O)(=O)N2CCOCC2)c1
13 | i | CCN(C(=O)COC(=O)c1ccccc1Oc1ccccc1)c1c(N)n(Cc2ccccc2)c(=O)[nH]c1=O
20 | i | O=C1CC(c2ccccc2)=C(c2ccccc2)C1c1ccccc1 (stereo unspecified)
28 | i | O=C(Nc1cccnc1)c1cccc(S(=O)(=O)Nc2ccccc2F)c1

Returning to the listing with the two entries that preceded the break.
# | ANO1 activ | SMILES
29 | i | O=C1Nc2ccc3c(c2C1=Cc1cc2c(cc1Br)OCO2)OCO3
30 | i | COc1cccc2c1C(=O)c1c(O)c3c(c(O)c1C2=O)CC(O)(C(C)=NNC(=O)c1ccc(Cl)c(Cl)c1)CC3OC1CC(N)C(O)C(C)O1 (stereo unspecified)
31 | i | COc1cccc(NC(=O)CN(C)C(=O)CC2CCCC2)c1
32 | i | CC(=NNC(=S)N1CCCCCC1)c1ccccn1
33 | i | O=C(CCSC1=NCCCN1)c1ccc(F)cc1
34 | i | O=C1c2ccccc2C(O)(c2ccccc2)N1c1ccc([N+](=O)[O-])cc1Cl (stereo unspecified)
35 | i | Cc1cc(C(=O)COC(=O)c2ccc(O)cc2O)c(C)n1-c1ccc(OC(F)F)cc1
36 | i | CCc1nc2ccccc2c(C(=O)OCC(=O)N(CC(C)C)c2c(N)n(Cc3ccccc3)c(=O)[nH]c2=O)c1C
37 | i | CC(C)CCOc1ncnc2c1sc1nc3c(cc12)CSC(C)(C)C3
38 | i | COc1ccccc1N(C)S(=O)(=O)c1ccc(C)c(C(=O)N2CCCCCC2)c1
39 | i | CCSC(=O)N1c2ccc(OC)cc2C=CC1C#N (stereo unspecified)
40 | i | CN(C)c1nc(N)c2nccnc2n1
41 | i | Cc1c(NC(=O)c2ccc(NS(=O)(=O)c3cccc([N+](=O)[O-])c3)cc2)c(=O)n(-c2ccccc2)n1C
42 | i | COc1cccc(C2c3c(oc4ccccc4c3=O)C(=O)N2CCCN2CCOCC2)c1OC (stereo unspecified)
43 | i | C=COC(=O)NC1CCc2cc(OC)c(OC)c(OC)c2-c2ccc(SC)c(=O)cc21 (stereo unspecified)
44 | i | CCOc1ccc(S(=O)(=O)N2CCOCC2)cc1NC(=O)CCOc1ccc(C(C)(C)C)cc1
45 | i | CCCCN(C(=O)CCN1C(=O)C2CC=CCC2C1=O)c1c(N)n(CCCC)c(=O)[nH]c1=O (stereo unspecified)
46 | i | CC(C)(CCC(=S)N1CCOCC1)c1ccccc1
47 | i | O=C1c2cccc(NCCNCCO)c2C(=O)c2cccc(NCCNCCO)c21
48 | i | COc1ccc(S(=O)(=O)N2CCOCC2)cc1C(=O)NCc1c(C)nn(Cc2ccccc2)c1C
49 | i | CCN(C(=O)COC(=O)c1cc(C)n(-c2ccc(F)cc2)c1C)C1CCS(=O)(=O)C1 (stereo unspecified)
50 | i | Fc1ccccc1CSc1ncnc2c1ncn2C1CCCCO1 (stereo unspecified)
51 | i | CC12CCC(=O)N1C(C(=O)Nc1ccccc1N1CCCC1)CS2 (stereo unspecified)
52 | i | COc1ccccc1C=NN=C(NN=Cc1ccccc1OC)NN=Cc1ccccc1OC
53 | i | N#CCC(=O)Nc1ccc(C(=O)OC(C(=O)Nc2ccc([N+](=O)[O-])cc2Br)c2ccccc2)cc1 (stereo unspecified)
54 | i | CCN(C(=O)CSc1nc2cc(C(=O)O)ccc2c(=O)n1-c1ccccc1F)C1CCS(=O)(=O)C1 (stereo unspecified)
55 | i | C#CCOCCOCCOCCNc1nc(N2CCN(C(=O)Cn3cc(CC(C)O)nn3)CC2)nc(N2CCN(C(=O)[C@H](CCCCN)n3cc(CC(C)O)nn3)CC2)n1 (stereo partly specified)
56 | i | O=[N+]([O-])c1cc(S(=O)(=O)N2CCOCC2)ccc1N1CCNCC1
57 | i | CCN(c1ccc(NC(=O)COC(=O)C2CCN(c3ccc(C(F)(F)F)cn3)CC2)cc1)C(C)C
58 | i | C=CCn1c(C)cc(-c2csc(NC)n2)c1C
59 | i | CCN(CC)S(=O)(=O)c1ccc(C(O)=C(C#N)c2nc3ccccc3n2C)cc1
60 | i | COc1ccc(C(=O)N2CCN(S(=O)(=O)c3ccc(Cl)cc3)CC2)cc1S(=O)(=O)N1CCOCC1
61 | i | CCOC(=O)c1c(C)[nH]c(C(=O)COC(=O)C2CC2)c1C
62 | i | NNC(=O)c1nnsc1-c1csnn1
63 | i | CC[C@H](C)[C@H](NC(=O)OCc1ccccc1)C(=O)OCC(=O)N1CCN(c2ccc(OC)cc2)CC1
64 | i | O=c1[nH]c2nc(Cl)nc(Cl)c2[nH]1
65 | i | COc1ccccc1NS(=O)(=O)c1cccc(C(=O)NCC(c2cccs2)N(C)C)c1 (stereo unspecified)
66 | i | O=C(O)/C=C/C(=O)O
67 | i | N=C1c2ccccc2-c2ccccc21
68 | i | S=C(NCCc1ccccc1)Nc1ncccn1
69 | i | Cc1nc([N+](=O)[O-])c(Br)n1CC(=O)c1ccc(F)cc1
70 | i | COc1ccc(/C=N/n2c(SC)nnc2-c2ccccc2)c(OC)c1OC
71 | i | CCCCC1=C(C(=O)OCC)C(C(=O)OCC)Oc2ccccc21 (stereo unspecified)
72 | i | O=C(C1CC(=O)N(c2ccc3c(c2)OCCO3)C1)N1CCN(S(=O)(=O)c2ccccc2F)CC1 (stereo unspecified)
73 | i | COc1cc2c(cc1OC)[C@@H](NC(=O)c1ccc(C(F)(F)F)cc1)[C@H](OCc1ccccc1)C2
74 | i | COc1ccc(C(=O)Nc2ccc(N3CCOCC3)cc2)cc1S(=O)(=O)N1CCCC1
75 | i | CN(C)CCNCCCNc1c2ccccc2nc2cccc([N+](=O)[O-])c12
76 | i | CC(=O)OCC=C1CCC2C3CC(C)C4=CC(=O)CCC4(C)C3C(O)CC12C (stereo unspecified)
77 | i | CN(C(=O)COC(=O)c1ccc(Cl)c(S(=O)(=O)NCc2ccccc2)c1)C1CCS(=O)(=O)C1 (stereo unspecified)
78 | i | N#Cc1cccc(Oc2ccc(S(=O)(=O)N3CCCC3)cn2)c1
79 | i | O=C1c2ccccc2C(=O)N1c1nccs1
80 | i | NC(=NCc1ccccc1)C(N=Nc1ccccc1)C(=O)NCc1ccccc1 (stereo unspecified)
81 | i | CC(=O)c1sc2c(c1OC(=O)c1ccc(Cl)cc1)c(=O)n(-c1ccccc1)c(=S)n2-c1ccccc1
82 | i | COc1ccc(/C=C/c2cc(O)cc(OC3OC(CO)C(O)C(O)C3O)c2)cc1 (stereo unspecified)
83 | i | CC(C)(C)OC(=O)N(CCc1ccccc1)Cc1ccc(OCc2cccc(NC(=O)C3CCCC3)c2)cc1
84 | i | O[C@@H]1CN(C2CCN(Cc3ccccc3)CC2)CC[C@H]1N1CCCCCC1
85 | i | OC[C@@H]1CC[C@@H](Cc2ccc(-c3ccccc3)cc2)O1
86 | i | O=C(CN1C(=O)NC2(CCCCCCC2)C1=O)NCc1ccccc1Cl
87 | i | CN(C)Cc1c(OC(=O)c2ccc(N)cc2)ccc2ccccc12
88 | i | CCCCCCC(NC(=O)c1ccc(C)cc1)C(=O)O (stereo unspecified)
89 | i | CC(C)C12NC(=O)NC(=O)N1CCS2 (stereo unspecified)
90 | i | COc1c(C=NNC(N)=O)c(OC)c(OC)c2c1CCO2

Part of the list above, as labelled records:
(64) O=c1[nH]c2nc(Cl)nc(Cl)c2[nH]1
  ANO1 activ = i
(65) COc1ccccc1NS(=O)(=O)c1cccc(C(=O)NCC(c2cccs2)N(C)C)c1 (stereo unspecified)
  ANO1 activ = i
(66) O=C(O)/C=C/C(=O)O
  ANO1 activ = i
(67) N=C1c2ccccc2-c2ccccc21
  ANO1 activ = i

The listing continues.
# | ANO1 activ | SMILES
91 | i | COc1ccccc1N1CCN(C(=O)c2ccc3ncsc3c2)CC1
92 | i | O=C(NCCC1=CCCCC1)C1CCN(S(=O)(=O)c2ccc(-n3cnnn3)cc2)CC1
93 | i | CC[C@]1(C(=O)OC)[C@H]2C(=O)N(C)C(=O)[C@H]2[C@H]2CN=C(SCC3CC3)N21
94 | i | COc1ccc(C=C(C(=O)O)c2ccc(OC)cc2)cc1
95 | i | COc1ccc(OCC(=O)NCc2nc(-c3ccccc3)no2)cc1
96 | i | COCCCNC(=O)CC1C[C@H](C(=O)N2CCOCC2)[C@@]2(CCC3CCCC3)c3[nH]c4ccc(OC)cc4c3CCN2C1=O (stereo partly specified)
97 | i | COc1ccc(NC(=O)c2cc([N+](=O)[O-])ccc2N2CCCC2)cc1S(N)(=O)=O
98 | i | O=C1c2cc(O)c(O)cc2OC(c2ccc(O)c(O)c2)C1O (stereo unspecified)
99 | i | COc1ccc(CCNC(=O)COC(=O)c2cc(S(=O)(=O)N3CCCC3)ccc2O)cc1
100 | i | CCN1C[C@@H]2[C@@H]3C(=O)N(Cc4ccccc4)C(=O)[C@@H]3[C@](Cc3ccccc3)(C1=O)N2C(=O)c1ccc(C(C)(C)C)cc1
101 | i | CCOc1nc(NC(=O)NS(=O)(=O)c2ccccc2F)nc(-c2ccccc2)n1
102 | i | O=C(COC(=O)c1ccco1)NCC1CCCCC1
103 | i | CCC(C)C(NC(=O)c1ccccc1)C(=O)Nc1ccc(S(=O)(=O)Nc2cc(C)nc(C)n2)cc1 (stereo unspecified)
104 | i | CC(=O)Nc1cc2c(cc1Cl)-c1ccccc1C2O (stereo unspecified)
105 | i | Cc1cc(OCCCC(=O)Nc2cc(S(=O)(=O)N3CCOCC3)ccc2N2CCOCC2)ccc1Cl
106 | i | CCN(CC)S(=O)(=O)c1cc(C(=O)Nc2cc(S(=O)(=O)N3CCOCC3)ccc2N2CCN(C)CC2)ccc1C
107 | i | COc1ccc2oc(C(=O)Nc3cccc(S(=O)(=O)N4CCOCC4)c3)c(C)c2c1
108 | i | CCOC(=O)Nc1cc(NC(=O)OCC)ncn1
109 | i | O=C(CC1Sc2ccccc2NC1=O)NNc1ccc(Cl)c(Cl)c1 (stereo unspecified)
110 | i | CCOC(=O)N1CCN(CC(O)COCc2ccc(Cl)cc2)CC1 (stereo unspecified)
111 | i | Cc1csc(=O)n1CC(=O)Nc1ccc(C(C)C)cc1
112 | i | CC1CC(C)(C)CC2(C1)NC(=O)N(CC(=O)OCC(=O)Nc1cc(S(=O)(=O)N3CCCCC3)ccc1Cl)C2=O (stereo unspecified)
113 | i | Cc1ccc(S(=O)(=O)NCCC(=O)NC2CCCCCC2)cc1
114 | i | O=C(COC(=O)c1ccccc1)NC(=O)NC1CCCC1
115 | i | C=CCNC(=S)N1N=C(c2ccco2)CC1c1ccco1 (stereo unspecified)
116 | i | Cc1ccc(NC(=O)CN(C)C(=O)Cc2coc3cc(C)c(C)cc23)cc1
117 | i | Cc1ccc(N2CC(C(=O)OCC(=O)Nc3cccc(Cl)c3C)CC2=O)cc1 (stereo unspecified)
118 | i | O=C1OC2(c3ccccc31)c1ccccc1-c1ccccc12
119 | i | CC1(c2cccc3ccccc23)OC(=O)c2ccccc21 (stereo unspecified)
